Screening results as filed in PubChem.
CAL PDZ FP-1 – CAL PDZ peptide-binding inhibitors, primary screen, biochemical, fluorescence polarization, Cer-tagged CAL PDZ, HTS; Golgi-associated PDZ and coiled-coil motif-containing protein (Homo sapiens), Q9HD26; purified CAL PDZ, TMR-peptide fluorescence polarization, 1 h; inhibition, % at 20 µM; actives 0.02% (n = 330,000); AID 504414, 2011;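 active = highest replicate inhibition of at least 40%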;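 note: plate controls were DMSO neutral control wells for no effect and unlabeled competitor peptide control wells for full effect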
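Control set: unlabelled peptide and DMSO controls / Material: purified CerCALP PDZ construct / Timing: 1 h incubation at room temperature before polarization reading / Doses: 20 µM, one dose / Detection: fluorescence polarization (mP)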
Pemphigus Ab inh – inhibitors of pemphigus antibody binding to DSG3, primary screen, biochemical, bead-based, flow cytometry, scFv-GFP; Desmoglein-3 (Homo sapiens), P32926; DSG3-coupled beads, scFv-anti-DSG3-GFP binding; hits give low values; binding (percent of control), % at 10 µM; actives 0.48% (n = 310,000);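 active = binding more than 3 SD below its plate's average and above zero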;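 note: hits lower antibody fragment binding to DSG3; some compounds called inactive have numbers as strong as hits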
Keap1 Nrf2 FP – Keap1-Nrf2 protein-protein interaction inhibitors, primary screen, biochemical, fluorescence polarization, single point. Kelch-like ECH-associated protein 1 (Homo sapiens), Q14145. Keap1 Kelch-Nrf2 peptide fluorescence polarization, 1536-well. inhibition, % at 9.4 µM. actives 0.15% (n = 340,000). AID 504523, 2011; in the data active = inhibition above about 12%;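 note: human Keap1 Kelch domain with fluorescein labeled Nrf2 9mer peptide probe; 0% = neutral control wells and 100% = peptide positive control; higher means more block of Keap1 binding to Nrf2 peptide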
Target sequence (Q14145 whole entry, looked up, the tested form may be a part): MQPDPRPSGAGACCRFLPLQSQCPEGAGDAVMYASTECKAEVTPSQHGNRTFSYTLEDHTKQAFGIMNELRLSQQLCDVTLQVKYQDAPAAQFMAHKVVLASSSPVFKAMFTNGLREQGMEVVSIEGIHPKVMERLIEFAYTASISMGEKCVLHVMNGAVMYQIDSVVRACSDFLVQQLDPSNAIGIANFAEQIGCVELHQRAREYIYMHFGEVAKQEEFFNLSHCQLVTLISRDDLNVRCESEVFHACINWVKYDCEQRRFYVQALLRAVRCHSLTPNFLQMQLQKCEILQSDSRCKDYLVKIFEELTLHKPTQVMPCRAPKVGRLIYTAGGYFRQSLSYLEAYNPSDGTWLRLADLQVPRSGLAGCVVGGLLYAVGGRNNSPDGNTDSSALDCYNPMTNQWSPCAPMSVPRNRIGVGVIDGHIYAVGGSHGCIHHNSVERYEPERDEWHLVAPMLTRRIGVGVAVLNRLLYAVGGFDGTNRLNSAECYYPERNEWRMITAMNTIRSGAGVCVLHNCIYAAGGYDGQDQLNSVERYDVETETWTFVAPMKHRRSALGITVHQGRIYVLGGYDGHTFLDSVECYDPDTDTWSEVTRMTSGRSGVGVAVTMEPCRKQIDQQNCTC
NSD2 HMT inh – NSD2 histone methyltransferase inhibitors, primary screen, biochemical, AlphaScreen, single concentration, set 2 | NSD2 peptide methylation, 120 min | inhibition, % at 12.5 µM | actives 0.54% (n = 310,000) | AID 743445, 2014; in the data active = inhibition above about 50%
DAGLB inhibitor – DAGLB lipase inhibitors, primary screen, biochemical, fluorescence, HTS | Diacylglycerol lipase-beta (Homo sapiens), Q8NCG7 | HEK293T DAGLB membrane lysate, EnzChek fluorogenic substrate | actives 0.059% (n = 340,000) | inhibition, % at 5.17 µM; in the data active = inhibition above about 34%;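 note: 0% = enzyme with vehicle and 100% = wells lacking enzyme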
C-LANA FP – inhibitors of KSHV C-LANA binding to DNA, primary screen, biochemical, fluorescence polarization, FAM-LBS DNA, MBP-C-LANA, single point; inhibition, % at 9 µM; Kaposi's sarcoma herpesvirus LANA C-terminal domain (residues 932-1162) DNA binding; actives 0.078% (n = 340,000);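 active = highest replicate inhibition at or above 60% at 9 µM, even if other replicates fall short; inactive = all replicates below 60% inhibition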;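 note: 0% = neutral control wells and 100% = 4 µM acridine orange control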
V-ATPase pHluor – regulators of yeast V-ATPase proton pumping, primary screen, pHLuorin cytosolic pH fluorescence. S. cerevisiae. AID 504577, 2011. response, % at 10 µM. actives 0.37% (n = 350,000); in the data active = response mostly above about 7.3%, no sharp cut-off; inactive = mostly below about 5.4%; note: actives read high; inactives centre near 0; some compounds called inactive have numbers as strong as hits
Arr AP2 block – inhibitors of beta-arrestin/AP2 binding, primary screen, biochemical, GPCR trafficking, flow cytometry; beta-arrestin 1 C-terminal peptide binding to AP2 beta2-adaptin appendage (human); FITC-arrestin peptide / GST-AP2 beads; AP2 beta2 appendage carries R879A mutation; inhibition, % at 10 µM; actives 0.31% (n = 340,000);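 active = inhibition above a set limit, near 3 SD of compounds lacking own fluorescence, cut at about 54% in these data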;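 note: plate controls were DMSO wells for no effect and 5 µM unlabelled arrestin peptide for full effect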
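Material – AP2 appendage R879A on GSH beads · Buffer or medium – PBS with 0.05% Tween 20 and 0.1% BSA · Probe or stimulus – fluorescein-tagged arrestin peptide at 50 nM final · Incubation – compound with beads 12 min RT, then probe 1 h RT · Detection – high-throughput flow cytometry of beads, ex 488, em 535 nm · Evaluation – percent response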
CAL PDZ FP-2 – untagged CAL PDZ binding inhibitors, primary screen, biochemical, fluorescence polarization, HTS; purified CAL PDZ, TMR-peptide fluorescence polarization, 1 h; inhibition, % at 24.9 µM; actives 0.92% (n = 300,000); AID 602252, 2012;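 active = mean inhibition of at least 30% with at least half of replicates also reaching 30%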;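 note: 0% = DMSO neutral control and 100% = excess unlabeled competitor peptide PRC23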
Cardiac RTF inh – cardiac RTF calcium sensitivity inhibitors, primary screen, biochemical, IANBD-TnC fluorescence, EC70 calcium | Troponin I, cardiac muscle (Homo sapiens) + Troponin T, cardiac muscle (Homo sapiens) + … | IANBD-labeled cardiac RTF, Ca2+ fluorescence | inhibition, % at 7.15 µM | actives 0.12% (n = 340,000) | AID 493244, 2011;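 active = inhibition above the mean inhibition of all tested compounds plus 3 SD, cut at about 17% in these data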;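 note: assay run at fixed EC70 calcium of 1.6 mM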
Active calls of the source: *; · = not tested or not shown. The list is partial; count on the stated rates, not on these rows.

nr	SMILES	DAGLB inhibitor	C-LANA FP	Arr AP2 block	CAL PDZ FP-1	Cardiac RTF inh
1	COC(=O)[C@H](Cc1c[nH]c2ccccc12)NC(=O)Nc1ccccc1OC	-2	-1.6	-13	-0.9	-4
2	Cc1ccccc1NC(=O)COC(=O)c1ccc(S(C)(=O)=O)c([N+](=O)[O-])c1	-16	-0.4	-1	-0.8	-2
3	CN1CCN(NC(=O)c2ccc(Cl)c(S(=O)(=O)Nc3ccc(Cl)cc3)c2)CC1	-1	0.1	34	-2.0	8
4	Nc1c(C(=O)N2CCCCC2)sc2nc3c(cc12)CCCC3	1	0.2	10	-0.2	-1
5	CCC1COCCS(=O)(=O)N1Cc1cccc(C(F)(F)F)c1 (stereo not given)	1	0.5	0	0.5	6
6	Cc1c(Br)ccc(NC(=O)Cn2nc(-c3cccs3)ccc2=O)c1C	-2	-0.1	2	-2.0	1
7	O=C1NC(=O)C2(N1)c1ccccc1-c1ccccc12	-4	-0.9	4	0.3	3
8	C=CCNC(=S)Nc1cccc2ccccc12	1	-0.2	-2	0.0	20*
9	O=C(COc1ccccc1F)NCC(c1ccc(F)cc1)N1CCOCC1 (stereo not given)	0	-0.6	4	-1.0	-1
10	CCOc1ccc2nc(N(CCCN(C)C)C(=O)c3ccc(S(=O)(=O)N4CCc5ccccc5C4)cc3)sc2c1	0	-0.1	7	-1.9	-7
11	CCn1c(SCC(=O)Nc2ccc(F)cc2)nc2ccccc2c1=O	-5	-2.3	15	-0.4	-7
12	CC1CCN(c2ccc3nnc(CCC(=O)Nc4ccc(F)c(F)c4)n3n2)CC1	2	0.6	3	-2.8	-4

nr	CAL PDZ FP-2	Pemphigus Ab inh	V-ATPase pHluor	NSD2 HMT inh	Keap1 Nrf2 FP
1	7	110	-1	·	-4
2	6	96	-5	1	1
3	-2	102	0	0	-7
4	-1	101	1	18	0
5	-2	101	3	·	-1
6	-2	110	2	-2	-3
7	-6	·	-3	-3	0
8	-4	96	-1	1	3
9	-8	·	-4	0	-2
10	-1	131	2	21	-3
11	2	99	0	4	-1
12	-4	104	-4	0	4

An excerpt of these results, as tab-separated lines:
nr	SMILES	DAGLB inhibitor	C-LANA FP	Arr AP2 block	CAL PDZ FP-1	Cardiac RTF inh	CAL PDZ FP-2	Pemphigus Ab inh	V-ATPase pHluor	NSD2 HMT inh	Keap1 Nrf2 FP
6	Cc1c(Br)ccc(NC(=O)Cn2nc(-c3cccs3)ccc2=O)c1C	-2	-0.1	2	-2.0	1	-2	110	2	-2	-3
7	O=C1NC(=O)C2(N1)c1ccccc1-c1ccccc12	-4	-0.9	4	0.3	3	-6	·	-3	-3	0
8	C=CCNC(=S)Nc1cccc2ccccc12	1	-0.2	-2	0.0	20*	-4	96	-1	1	3
9	O=C(COc1ccccc1F)NCC(c1ccc(F)cc1)N1CCOCC1 (stereo not given)	0	-0.6	4	-1.0	-1	-8	·	-4	0	-2
10	CCOc1ccc2nc(N(CCCN(C)C)C(=O)c3ccc(S(=O)(=O)N4CCc5ccccc5C4)cc3)sc2c1	0	-0.1	7	-1.9	-7	-1	131	2	21	-3

Given with values under each structure: entries from further up
Values in the order: DAGLB inhibitor	C-LANA FP	Arr AP2 block	CAL PDZ FP-1	Cardiac RTF inh	CAL PDZ FP-2	Pemphigus Ab inh	V-ATPase pHluor	NSD2 HMT inh	Keap1 Nrf2 FP
#6 Cc1c(Br)ccc(NC(=O)Cn2nc(-c3cccs3)ccc2=O)c1C
 : -2	-0.1	2	-2.0	1	-2	110	2	-2	-3
#7 O=C1NC(=O)C2(N1)c1ccccc1-c1ccccc12
 : -4	-0.9	4	0.3	3	-6	·	-3	-3	0

Other results follow.
nr	SMILES	DAGLB inhibitor	C-LANA FP	Arr AP2 block	CAL PDZ FP-1	Cardiac RTF inh
13	O=C(NC(Cc1ccccc1)C(=O)N1CCN(c2ccccn2)CC1)c1ccco1 (stereo not given)	1	-0.2	1	-1.4	-6
14	COC(=O)c1cc(C(=O)OC)cc(N2C(=O)CN=C2Nc2nc(C)cc(C)n2)c1	5	-0.1	5	·	-7
15	O=c1[nH]sc2ccccc12	-2	-3.3	9	0.1	9
16	Cc1ccc(S(=O)(=O)N2CC(O)CC2C(=O)O)cc1 (stereo not given)	-4	0.2	-6	-1.7	-4
17	COc1ccc2c(CC(=O)N[C@@H](Cc3ccccc3)C(=O)O)cc(=O)oc2c1	-2	-1.7	-26	-0.3	-6
18	COc1ccc(NC(=O)CSc2ncccn2)cc1S(=O)(=O)N1CCCCC1	-11	-3.1	-1	-0.7	-4
19	CCC(C(=O)NCCCN1CC(C)CC(C)C1)n1nc(C)c2sc3ccccc3c2c1=O (stereo not given)	0	1.5	-5	-1.7	2
20	COc1ccc2oc(C(=O)OCC(=O)N3CC(C)CC(C)C3)c(C)c2c1 (stereo not given)	-3	-0.3	18	-0.6	7
21	C=CCSC(=S)NC1CCS(=O)(=O)C1 (stereo not given)	1	0.9	-5	-3.0	-7
22	COc1ccc2c(c1)nc(SCC(O)c1ccccc1)n2C (stereo not given)	-1	0.9	-14	-0.9	-9
23	Clc1ccccc1OCc1nnc2n1CCCCC2	0	0.6	-6	-0.3	-2
24	C=CCNC(=S)N1CCN(c2cccc(C(F)(F)F)c2)CC1	-11	-1.5	15	-0.7	-6

nr	CAL PDZ FP-2	Pemphigus Ab inh	V-ATPase pHluor	NSD2 HMT inh	Keap1 Nrf2 FP
13	0	102	12*	-1	-1
14	-6	105	1	-1	-6
15	1	68	2	1	1
16	-4	69	-1	-1	-1
17	·	97	1	-2	2
18	-2	111	2	7	3
19	0	92	-2	13	2
20	·	102	3	-1	-1
21	0	100	2	0	-4
22	7	123	12	-4	·
23	-1	97	1	-3	-4
24	-4	103	0	2	1

Further results follow:
nr	SMILES	DAGLB inhibitor	C-LANA FP	Arr AP2 block	CAL PDZ FP-1	Cardiac RTF inh
25	O=C(CN1CCC(c2nc3ccccc3[nH]2)CC1)NCc1ccc2c(c1)OCO2	-3	1.6	19	-0.7	-3
26	CCC(C)NC(=O)CN1C(=O)COc2ccc(S(=O)(=O)N3CCOCC3)cc21 (stereo not given)	-1	0.7	9	0.4	2
27	CCOC(=O)N1CCN(C(=O)c2cccc(S(=O)(=O)Nc3ccc(Br)cc3)c2)CC1	2	-0.2	11	-1.2	-6
28	Cc1ccc(S(=O)(=O)NC(=O)NN2CCCCCC2)cc1	-1	1.9	0	-0.1	3
29	Cc1cc(C)n(-c2ccc(C(=O)OCC(=O)Nc3ccccc3[N+](=O)[O-])cc2)n1	-11	4.4	8	-0.8	3
30	CCOc1ccccc1C=NNC(=O)C1CC1	2	0.3	2	-0.9	2
31	CCCC(=O)Nc1c2c(nn1-c1ccc(OC)cc1)CS(=O)(=O)C2	0	-1.6	3	-0.7	-4
32	COCCNC(=O)c1snc2ccc(Cl)cc12	1	1.0	3	-1.4	0
33	CCCc1[nH]nc2c1C(c1cccnc1)C(C#N)=C(N)O2 (stereo not given)	0	1.4	6	0.5	-17
34	Cc1ccc(S(=O)(=O)N2CCN(CC(=O)NC(C)c3ccccc3)CC2)cc1 (stereo not given)	1	0.2	-1	-3.2	-8
35	COc1cc(NC(=O)C2CC(=O)NC3=C2C(=O)CC(C)(C)C3)c(OC)cc1Cl (stereo not given)	2	-0.2	19	0.9	0
36	CC(=O)Nc1ccc(NCN2C(=O)[C@@H]3[C@H]4CC[C@H](C4)[C@@H]3C2=O)cc1	-2	-0.5	-20	-0.5	-4

nr	CAL PDZ FP-2	Pemphigus Ab inh	V-ATPase pHluor	NSD2 HMT inh	Keap1 Nrf2 FP
25	-3	100	2	1	2
26	·	100	0	-1	-2
27	13	104	1	0	-2
28	-4	116	3	·	0
29	·	98	-7	-1	-6
30	·	96	3	-1	-1
31	0	104	2	4	-4
32	-3	93	2	0	-2
33	2	102	-2	3	-3
34	-3	100	1	5	1
35	-1	103	-1	3	0
36	-1	101	0	-1	1

Additional entries follow.
nr	SMILES	DAGLB inhibitor	C-LANA FP	Arr AP2 block	CAL PDZ FP-1	Cardiac RTF inh
37	CCNc1nc(N)nc(-c2cc(Cl)ccc2OC)n1	0	-1.2	2	-0.2	-3
38	CS(=O)(=O)NCCNc1ccc(C(F)(F)F)cc1[N+](=O)[O-]	2	0.3	12	-1.4	-11
39	COC(=O)c1cn(CC(=O)N2CCCCC2C)c2ccccc12 (stereo not given)	-2	1.7	0	1.4	9
40	CCOc1ccc(CN2C(=O)c3ccccc3C2C(=O)NCC2CCCO2)cc1 (stereo not given)	-1	-0.1	31	1.1	12
41	Cc1cc(C)c(OCC(=O)OCC(=O)NNC(=O)c2ccccc2F)c(C)c1	0	0.1	5	-0.3	-7
42	FC(F)(F)c1ccccc1N/N=C/c1cccnc1	-3	-0.1	23	-1.1	-7
43	COCCNC(=O)C(c1c[nH]c2ccccc12)N(C(=O)c1snc(C(N)=O)c1N)c1cccc(OC)c1 (stereo not given)	0	0.9	-14	-0.4	-5
44	COc1ccc(CCC(=O)N2CCN(S(=O)(=O)c3cccc(Cl)c3)CC2)cc1	-3	-0.2	56*	-0.3	0
45	Cc1cc(=O)oc2c3c(cc(OCC(=O)N[C@@H](Cc4ccccc4)C(=O)O)c12)OC(C)(C)CC3	-2	-2.0	16	-1.0	5
46	CSCCC(NC(=O)COc1ccccc1)C(=O)N1CCCC(C(F)(F)F)C1 (stereo not given)	1	2.1	-3	-0.8	-5
47	Cc1cccc(C(=O)Nc2nsc(N)n2)c1	1	1.1	-10	0.0	0
48	O=C(CCCOc1ccc(Cl)cc1Cl)Nc1ccncc1	-3	-0.4	25	-1.1	-4
49	CC1CCCN(C(=O)c2ccccc2OC2CCN(S(C)(=O)=O)CC2)C1 (stereo not given)	-2	1.6	15	-3.4	-7

nr	CAL PDZ FP-2	Pemphigus Ab inh	V-ATPase pHluor	NSD2 HMT inh	Keap1 Nrf2 FP
37	1	·	-3	-3	0
38	·	·	-5	2	-3
39	-3	90	-2	-1	3
40	8	102	-2	-1	4
41	-32	105	0	-2	-5
42	·	119	-4	1	0
43	·	96	0	-1	-1
44	·	101	1	-2	4
45	-2	98	-1	·	-2
46	·	99	-10	6	0
47	-4	94	0	·	-5
48	-1	105	2	·	-4
49	3	100	4	-5	0
